LNCaP diff act: activators of LNCaP prostate cell differentiation, primary screen, flow cytometry side scatter | 4 d | side scatter shift, % at 10 µM | hit rate 0.56% among 24,000;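 active means side scatter shift above 30%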;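 further: androgen-responsive LNCaP prostate cancer cells in charcoal-stripped serum medium; percent of cells past a gate set so DMSO wells show 10% shift; higher shift means more granular cells and more differentiation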
VLA-4 antagonist: inhibitors of LDV-FITC binding to Mn2+-activated VLA-4, primary screen, Jurkat cells; LDV-FITC binding with Mn2+, flow cytometry; 100% = Mn2+-driven binding gain fully reversed; inhibition, % at 10 µM (by protocol); hit rate 0.2% among 24,000; Integrin alpha-4 (Homo sapiens), P13612;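 active means inhibition above 50%; inconclusive means compound itself fluorescent, judged against control cell fluorescence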;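 further: 0% = Mn2+ stimulated cells lacking compound and 100% = ligand binding without Mn2+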
Target sequence (P13612 whole entry, looked up): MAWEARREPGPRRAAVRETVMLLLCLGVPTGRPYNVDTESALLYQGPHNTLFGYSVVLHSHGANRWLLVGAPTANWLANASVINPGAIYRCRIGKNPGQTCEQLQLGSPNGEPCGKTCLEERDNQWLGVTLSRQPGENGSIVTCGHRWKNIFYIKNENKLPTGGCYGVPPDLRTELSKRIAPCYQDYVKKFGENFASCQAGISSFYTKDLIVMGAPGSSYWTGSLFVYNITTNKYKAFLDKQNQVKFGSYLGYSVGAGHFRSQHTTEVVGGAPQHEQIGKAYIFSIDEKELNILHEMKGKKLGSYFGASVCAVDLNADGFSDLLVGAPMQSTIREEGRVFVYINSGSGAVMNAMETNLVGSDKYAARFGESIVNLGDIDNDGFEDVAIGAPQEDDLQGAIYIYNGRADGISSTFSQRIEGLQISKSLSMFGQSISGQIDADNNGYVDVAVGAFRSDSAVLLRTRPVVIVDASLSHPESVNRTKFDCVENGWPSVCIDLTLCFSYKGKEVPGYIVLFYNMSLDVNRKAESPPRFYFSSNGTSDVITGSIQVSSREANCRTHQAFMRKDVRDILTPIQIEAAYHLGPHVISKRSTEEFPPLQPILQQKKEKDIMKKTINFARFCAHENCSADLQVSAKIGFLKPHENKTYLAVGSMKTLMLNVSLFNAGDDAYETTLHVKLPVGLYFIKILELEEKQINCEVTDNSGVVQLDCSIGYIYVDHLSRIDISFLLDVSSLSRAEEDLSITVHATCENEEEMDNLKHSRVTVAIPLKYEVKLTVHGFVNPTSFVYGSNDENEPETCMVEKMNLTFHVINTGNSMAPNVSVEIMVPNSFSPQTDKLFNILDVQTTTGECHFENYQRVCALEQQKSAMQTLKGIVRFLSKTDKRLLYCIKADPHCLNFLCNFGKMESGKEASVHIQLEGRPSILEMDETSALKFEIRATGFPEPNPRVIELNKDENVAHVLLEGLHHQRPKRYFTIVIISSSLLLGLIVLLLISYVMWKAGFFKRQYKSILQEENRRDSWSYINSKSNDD
VLA-4 allo ag: enhancers of LDV-FITC binding to VLA-4 integrin, primary screen, Jurkat cells, flow cytometry; Integrin alpha-4 (Homo sapiens), P13612; activation, % at 10 µM (by protocol); 24,000 tested, under 10 active; AID 528, 2006;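 active means fluorescent ligand binding to cells raised by more than 40% of the manganese-induced maximum; inconclusive means compound's own fluorescence above 85% of the ligand control signal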;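 further: 0% = ligand binding without compound and 100% = manganese-stimulated maximal binding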
Autofluor Jurkat: compound autofluorescence on Jurkat cells, primary screen, artefact control for VLA-4 allosteric ligand project, cell-based, flow cytometry | stronger effect = higher value; 1 = vehicle-only cell background | fluorescence ratio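 (tested at 10 µM compound in the well)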 | hit rate 0.61% among 24,000 | AID 576, 2007;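 active means fluorescence ratio above 2.44, which is 1 plus 3 SD of all ratios; inconclusive means signal too bright to measure linearly, ratio around 10 or more; inactive means fluorescence ratio below 2.44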;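 further: green fluorescence of cells measured with 488 nm excitation and 530 nm emission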
* hit, by the source's call; ? = inconclusive; . = no result given. These rows are one share of the data; the hit share may differ from the screen's.

SMILES	LNCaP diff act	VLA-4 antagonist	VLA-4 allo ag	Autofluor Jurkat
O=C(Cn1c(=O)oc2cc(S(=O)(=O)N3CCCC3)ccc21)NCc1ccccn1	11	-12	2	1
Cc1nc(C)c(C(=O)Nc2ccccc2-c2ccccc2)o1	14	-30	16	1
COc1cccc(-n2c(Cc3cc(=O)[nH]c(=O)[nH]3)nnc2SCC(=O)NC2CCCCC2)c1	2	-7	10	0.99
O=C(CSc1nnc(-c2ccc(Br)o2)n1Cc1ccccc1)c1ccccc1F	6	-12	-27	1
COCCn1c(=O)[nH]c2cc(C(=O)NCc3cccnc3)ccc2c1=O	12	-22	9	1
CN1CCN(Cc2nc3c(c(=O)[nH]c(=O)n3C)n2CCc2ccccc2)CC1	8	-24	0	1
CCn1cc(S(=O)(=O)CC(=O)Nc2cc(C)on2)c2ccccc21	4	-6	0	1
CC(C)COC(=O)C1[C@H]2C(=O)N(Cc3cccs3)C[C@]23C=C[C@H]1O3 (stereo partly drawn)	8	-10	-10	1.1
Cc1ccc(CCNC(=O)Cn2cccc2)cc1	12	-21	-1	1
Cn1c(=O)n(C)c2cc(CN3C(=O)OC(C)(C)C3(C)O)ccc21 (stereo not drawn)	.	10	3	1.1
COc1ccc(N(C(=O)c2ccccc2OC)C2C=CS(=O)(=O)C2)c(OC)c1 (stereo not drawn)	12	6	6	0.98
COc1ccc(CCNC(=O)c2ccc3c(=O)n(Cc4ccco4)c(=S)[nH]c3c2)cc1OC	16	?	?	1.2
O=C(NCc1ccco1)C1CCCN(S(=O)(=O)c2cnc[nH]2)C1 (stereo not drawn)	10	0	-5	1.1
Nc1ccc2oc(CCc3ccccc3)nc2c1	7	-5	0	1
Cn1cccc1Cc1nnc(SCC(=O)NC2CCCCC2)n1CCc1ccccc1	9	12	4	1
O=C(Cn1nc(Cc2ccncc2)c2ccccc2c1=O)N1CCN(C(=O)c2ccco2)CC1	3	-10	-1	1
O=C(CCNS(=O)(=O)c1cccc2nsnc12)N1CCN(c2ccccn2)CC1	11	2	2	1.1
Cc1ccc(NC(=O)C2CCCN(S(=O)(=O)c3cnc[nH]3)C2)cc1F (stereo not drawn)	9	11	-8	1
O=C(NCCCN1CCOCC1)C1CC(=O)N(CCc2ccccc2)C1 (stereo not drawn)	6	-9	1	1
Cc1ccc(CNC(=O)Nc2cccs2)cc1	8	-4	0	0.99
O=C(NCCCn1ccnc1)c1noc2c1CCCC2	4	7	5	1.1
CN1CCN(c2ccccc2NC(=O)Cc2cn(C)c3ccccc23)CC1	11	10	3	0.97
COc1ccccc1-n1nc(C(=O)Nc2ccc3c(c2)OCO3)c2ccccc2c1=O	8	-12	7	1
O=C(Nc1ccc2nn(-c3ccccc3)nc2c1)c1ccc(Br)o1	6	0	-4	1.1
COc1cccc(C2CC(c3ccccc3)Nc3nc(N)nn32)c1 (stereo not drawn)	4	-5	-1	1.2
CCOC(=O)CSc1nc(-c2ccc(OC)cc2)ns1	16	7	-6	1.1
O=C(CCCNS(=O)(=O)c1cccc2nsnc12)NC1CCCCC1	13	-5	2	1.1
CCCC(=O)N(c1ccc2oc(=O)sc2c1)S(=O)(=O)c1ccccc1	13	-14	5	1.1
O=C(NCc1ccc2c(c1)OCO2)C1CCCN(S(=O)(=O)c2cccnc2)C1 (stereo not drawn)	3	5	2	0.99
COc1ccc2nc3sc(C(=O)N4CCN(C)CC4)cc3cc2c1	3	-3	-1	1.1
CCCS(=O)(=O)N1CCCC(C(=O)NC(C)c2ccc3c(c2)OCCO3)C1 (stereo not drawn)	6	-9	2	1
CN(c1ccccc1)S(=O)(=O)c1ccc(C(=O)OCC(=O)N2CCOCC2)cc1	6	6	-1	1.1
O=C(NCc1ccc2c(c1)OCO2)c1ccc(CS(=O)(=O)c2ccc(Br)cc2)o1	3	-16	4	0.77
CCOC(=O)N1CCC(N(CCCOC)C(=O)Nc2ccc(CC)cc2)CC1	5	-12	0	1
Cc1ccc(CNC(=O)c2oc3ccc(S(=O)(=O)N4CCC5(CC4)OCCO5)cc3c2C)cc1	3	8	-3	1.1
CC(NC(=O)c1cccs1)C(c1cccs1)N1CCOCC1 (stereo not drawn)	3	15	-6	1
Cc1ccc(C(=O)Nc2nccs2)cc1S(=O)(=O)N1CCCCC1	7	11	-11	1.1
O=C1C2CCCN2C(c2ccc(Cl)cc2)N1c1nccs1 (stereo not drawn)	7	-12	3	1.1
CCn1cc(C(C)NC(=O)COc2ccc(Cl)cc2C)c(C)n1 (stereo not drawn)	3	-10	4	1
O=S1(=O)C=CC(Nc2cccc(Cl)c2)C1 (stereo not drawn)	14	-4	5	1

4 structures out of the list, ordered by count of non-hydrogen atoms, largest number first:
SMILES	LNCaP diff act	VLA-4 antagonist	VLA-4 allo ag	Autofluor Jurkat
Cc1ccc(CNC(=O)c2oc3ccc(S(=O)(=O)N4CCC5(CC4)OCCO5)cc3c2C)cc1	3	8	-3	1.1
O=C(NCc1ccc2c(c1)OCO2)c1ccc(CS(=O)(=O)c2ccc(Br)cc2)o1	3	-16	4	0.77
CCOC(=O)N1CCC(N(CCCOC)C(=O)Nc2ccc(CC)cc2)CC1	5	-12	0	1
O=S1(=O)C=CC(Nc2cccc(Cl)c2)C1 (stereo not drawn)	14	-4	5	1

Later entries:
SMILES	LNCaP diff act	VLA-4 antagonist	VLA-4 allo ag	Autofluor Jurkat
O=C(Cn1cc2c(n1)CCCC2)NCCCN1CCN(C2CCCCC2)CC1	11	-10	-1	1
COC(=O)c1ccc(C2C(C#N)=C(N)Oc3cc(C)n(C)c(=O)c32)cc1 (stereo not drawn)	7	2	-4	1.1
COc1ccccc1N1C(=O)CCC1(C#N)c1ccccc1 (stereo not drawn)	11	-12	2	1
Cn1c(=N)n(CC(=O)O)c2ccccc21	10	-12	4	1
Cc1c(C(=O)Nc2ccc3c(c2)OCCO3)sc2nc(-c3ccccc3)cn12	5	?	?	1.4
CCOC(=O)N1CCC(n2c(=S)[nH]c3cc(OCC)c(OCC)cc3c2=O)CC1	14	-34	11	0.87
CC1CCC(NC(=O)Cn2c(=O)[nH]c3ccsc3c2=O)CC1 (stereo not drawn)	3	-12	6	1
CCCN(CCC)S(=O)(=O)c1ccc(C(=O)Nc2nnc(-c3cc(OC)cc(OC)c3)o2)cc1	13	23	-2	1.1
Cc1ccc(N2C(=O)c3ccc(N)cc3C2=O)cc1C	9	27	-2	0.92
CC1NC2(C(=O)N(Cc3ccccc3)c3ccccc32)C2C(=O)N(c3ccccc3)C(=O)C12 (stereo not drawn)	2	-4	-2	1
CCn1cc(SCC(=O)Nc2cc(C)on2)c2ccccc21	6	6	8	0.97
COc1ccc(OC)c(CNC(=O)C2CCCN(C(=O)N(C)C)C2)c1 (stereo not drawn)	17	-25	4	1.1
COc1ccc(C2CCCN2C(=O)Nc2ccc(F)cc2)cc1OC (stereo not drawn)	2	-11	5	1.1
CN(C)c1ccc(CNC2CC(C)(C)NC(C)(C)C2)cc1	36*	-18	3	1.1
CCC(CCC(=O)Nc1cccc(C(=O)O)c1)C(=O)O (stereo not drawn)	3	-4	-1	1
CCCCC(c1nnnn1C1CCCC1)N1CCN(C2CCCCC2)CC1 (stereo not drawn)	10	-2	-4	1
Cc1cccc(N=C2NC(=O)CS2)c1C	11	-6	-4	1
O=C(NCc1ccco1)c1cc(-c2ccncc2)nc2ccccc12	8	-51	14	1
Cc1cc(S(=O)(=O)N(Cc2ccccc2)Cc2ccc(N(C)C)cc2)ccc1-n1cnnn1	18	-25	2	0.98
COc1ccc(N=Cc2c(O)[nH]c3ccccc23)cc1OC	15	-14	9	0.99

Reprinted at random: 3 entries already listed, in no set order.
SMILES	LNCaP diff act	VLA-4 antagonist	VLA-4 allo ag	Autofluor Jurkat
CCn1cc(SCC(=O)Nc2cc(C)on2)c2ccccc21	6	6	8	0.97
CCCCC(c1nnnn1C1CCCC1)N1CCN(C2CCCCC2)CC1 (stereo not drawn)	10	-2	-4	1
O=C(NCc1ccco1)c1cc(-c2ccncc2)nc2ccccc12	8	-51	14	1

Remaining list, next part.
SMILES	LNCaP diff act	VLA-4 antagonist	VLA-4 allo ag	Autofluor Jurkat
Cc1noc(/C=C/N(C)C)c1S(=O)(=O)N1CCCC(C(=O)NC2CCCCC2)C1 (stereo not drawn)	6	4	-2	1
CCOC(=O)c1oc2ccccc2c1NC(=O)Cc1cccs1	13	18	0	1.1
Cc1ccc(NC(=O)CC2Oc3ccc(C)cc3NC2=O)cc1 (stereo not drawn)	4	-29	11	0.82
O=C(c1ccc2c(c1)N(Cc1ccc(F)cc1)C(=O)CS2)N1CCOCC1	10	-5	0	1
CCOC(=O)N1CCC(NC(=O)CS(=O)(=O)Cc2nc(-c3ccccc3C)oc2C)CC1	15	0	1	1.1
Cc1cc(C)cc(NC(=O)C2CCCN(S(=O)(=O)c3cnc[nH]3)C2)c1 (stereo not drawn)	7	4	0	0.98
CC(C)N(Cc1nc2ccccc2[nH]1)C(C)C	2	18	-3	1.1
O=C(NCc1cccnc1)C1CCN(S(=O)(=O)N2CCOCC2)CC1	18	-25	-1	0.98
CCOC(=O)C1C(=O)Oc2ccc3ccccc3c2C1C1CCOC1=O (stereo not drawn)	4	-11	0	1.1
O=S(=O)(Nc1cccnc1)c1ccc2c(c1)OCCO2	6	4	0	1
CCc1cccc(NC(=O)Cn2ncn3c(cc4ccccc43)c2=O)c1	2	-35	3	1.1
Cn1c(=O)[nH]c(=O)c2c1nc(CN1CCOCC1)n2CCc1ccccc1	8	-6	-1	1.1
OCc1nnn(-c2cccc(C(F)(F)F)c2)c1CO	12	7	1	1.1
CC(=O)c1c(C)nc(-c2ccc(Cl)cc2)nc1N=CN(C)C	7	?	?	3.2*
Cn1c(C(=O)NCCN2CCN(Cc3ccccc3)CC2)cc2c(=O)n(C)c3ccccc3c21	29	2	-8	1.2
O=C(CN1CCN(Cc2ccc(F)cc2Cl)C1=O)NCCCN1CCOCC1	4	-7	1	1
CCCCN(C)CCNC(=O)c1ccc2c(c1)NC(=O)C(N1CCCCC1)S2 (stereo not drawn)	5	?	?	1.5
COc1ccc(CCNC(=O)CN2C(=O)C3(OCCCO3)c3ccccc32)cc1OC	16	-7	1	1
Cc1cc(N2CCN(C(c3ccccc3)c3ccc(Cl)cc3)CC2)n2ncnc2n1 (stereo not drawn)	4	?	?	0.87
CCOc1ccccc1CNC(=O)C1CCN(C(=O)c2sccc2-n2cccc2)CC1	0	5	-6	1
Cc1nc(NC(=O)c2csc3ccccc23)sc1C	9	15	-8	1.1
Cc1ccc(CCNC(=O)C2CCCN(C(=O)c3cc4sccc4n3C)C2)cc1 (stereo not drawn)	0	-18	-5	0.99
COc1cc2c(cc1OC)C(c1ccco1)CC(=O)N2 (stereo not drawn)	9	1	-1	1.1
Cc1nc2nc(SCC(=O)N3CCOCC3)nn2c(C)c1Cc1ccccc1	2	-15	-6	1.1
Cc1cc(NC(=O)c2ccc(S(=O)(=O)N(C)C)cc2)no1	9	-10	2	1
Cc1nc2cc(C(=O)O)ccc2n1-c1ccccc1	3	-22	-4	1
Cn1c(C(=O)NC2CCCC2)cc2c(=O)n(C)c3ccccc3c21	11	4	1	1.1
O=C(NCC1CCCO1)C1c2ccccc2C(=O)N1Cc1ccc2c(c1)OCO2 (stereo not drawn)	12	-14	0	1.1
CCOC(=O)N1CCC(n2c(=S)[nH]c3cc(OC)c(OC)cc3c2=O)CC1	9	-7	-4	1.1
COC(=O)C1C(=O)C2=C(CC1C)NC(=O)CC2c1ccc(O)c(OC)c1 (stereo not drawn)	6	?	?	1.1
CCCCN(CC)S(=O)(=O)c1ccc(C(=O)Nc2nnc(CSC)o2)cc1	14	3	2	1
CC(C)OCCCn1c(=S)[nH]c2cc3c(cc2c1=O)OCO3	2	-12	2	1.1
COc1ccc(NC(=O)N(CCCN2CCOCC2)Cc2cccnc2)c(OC)c1	17	-6	0	1
CCCCn1c(SCC(=O)c2ccc3c(c2)OCCO3)nnc1-c1ccco1	4	2	-13	1.1
COc1ccc(-c2noc(N3CCC(C(=O)N4CCN(c5ccccn5)CC4)CC3)n2)cc1	5	-10	-6	1.1
Cc1ccc2c(c1)C(N1CCCC1=O)CC(c1ccco1)N2 (stereo not drawn)	9	-14	-2	1.2
CCN1CCN(c2nc3c(c(=O)n(C)c(=O)n3C)n2CCSc2ncccn2)CC1	18	-2	4	1.1
COc1cccc(CNC(=O)C2CCCN(S(=O)(=O)c3c(C)n[nH]c3C)C2)c1 (stereo not drawn)	13	-8	2	1
CCOC(=O)N1CCC(NC(=O)CCC(=O)N2CCOc3ccccc32)CC1	15	41	0	1.1
Cc1ccc(C)c(N2CCN(C(=O)C3CCCN(S(=O)(=O)c4cnc[nH]4)C3)CC2)c1 (stereo not drawn)	9	2	-6	1.1
CCc1nnc(NC=C2C(=O)OC(C)(C)OC2=O)s1	3	-4	2	0.97
COc1ccc(S(=O)(=O)Cc2ccc(C(=O)N3CCN(c4ccccc4F)CC3)o2)cc1	4	-9	7	1.2
Nc1nnc(SCC(=O)N2CCN(c3ccccc3)CC2)n1-c1ccccc1	10	-12	0	0.98
